KB-V1 MDR tox – qHTS assay for MDR1-selective chemotherapeutics: Primary screen using the drug-selected MDR subline cells KB-V1; KB-V1 MDR cells viability, CellTiter-Glo, 72 h; Potency, µM (doses to about 46.1 µM), for inactives: top-dose activity change, negative = cytotoxicity, most hits filed as cytotoxic; actives 3.4% (n = 400,000); also: potency is read from the fitted curve at half-maximal effect; % is scaled to controls: 0 for no effect and ±100 for the full control effect; nearly all actives have a fitted effect of over 60% in size
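Cytotoxicity toward P-gp-expressing KB-V1 cells was determined as loss of CellTiter-Glo luminescence after 72 h at 37 degrees C. Compounds were tested in quantitative HTS format across a concentration range, with curves fitted to normalized data.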
HEK293 tox – qHTS of GLP-1 Receptor Inverse Agonists: Cytotox Screen; HEK293 cAMP-luciferase reporter cells, luminescence, 24 h; Potency, µM (highest dose often 38.3 µM), for inactives: top-dose activity change, negative = inhibition, most hits filed as inhibitors; actives 0.13% (n = 410,000); AID 624418, 2012;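 also: loss of luciferase light is scored as toxicity; potency is read from the fitted curve at half-maximal effect; % is scaled to controls: 0 for no effect and ±100 for the full control effect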
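Step one: seed cells (200 cells/uL, DMEM with 10% Nu serum, 1% pen-strep). Step two: 12-hour incubation at 37 deg C. Step three: pin 23 nL compound, incubate 24 hr. Step four: add luciferase reagent, read luminescence 12 min later.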
aSyn yeast inh – qHTS of alpha-syn Inhibitors; Yeast expressing alpha-synuclein, growth rescue, BacTiter-Glo, 24 h; Potency, µM (doses to about 46.1 µM), for inactives: at the highest dose growth rescue (activation), actives largely listed as activators; actives 0.14% (n = 370,000); also: potency is read from the fitted curve at half-maximal effect; % of control where 0% means no effect; nearly all actives have a fitted effect of over 65% in size
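Readout is rescue of growth in alpha-synuclein-expressing yeast, so inhibitors of toxicity appear as activators. Growth after 24 hr at 30 deg C in galactose medium is quantified by luminescence.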
PTHR1 ag – qHTS for PTHR1 Agonists: Primary Screen; Parathyroid hormone/parathyroid hormone-related peptide receptor (Homo sapiens), Q03431; HEK293 GP2 PTHR1 cells, GloSensor cAMP luminescence, 1 h; Potency, µM (top dose mostly 115 µM), for the others: at the top dose activation, usual class: activators; actives 0.075% (n = 410,000); also: potency is read from the fitted curve at half-maximal effect; nearly all actives have a fitted effect of over 55% in size; some results filed as inactive show a strong effect at the top dose; inactives centre near -15; many of its hits are not listed in these tables
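HEK-293-derived GP2 cells expressing PTHR1 and a GloSensor cAMP reporter, 3,000/well, plated overnight, given luciferin plus IBMX (each 0.5 mM as added) for 1 h at 37 °C, then compound for 1 h at 37 °C. Luminescence was read after 15 min at room temperature.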
D3 antag – qHTS of D3 Dopamine Receptor Antagonist: qHTS; AID 652054, 2013; actives 2.5% (n = 360,000); D(3) dopamine receptor (Homo sapiens), P35462; max response, negative = inhibition, %; D3R cells, DiscoveRx beta-arrestin luminescence, antagonist mode; active compounds read low; in the data active = max response below about -50%; inconclusive = no clear call, values can overlap the other calls; also: % is scaled to controls: 0 for no effect and ±100 for the full control effect; mostly tested at two doses, the higher about 12 µM
Target sequence (P35462 whole entry, looked up): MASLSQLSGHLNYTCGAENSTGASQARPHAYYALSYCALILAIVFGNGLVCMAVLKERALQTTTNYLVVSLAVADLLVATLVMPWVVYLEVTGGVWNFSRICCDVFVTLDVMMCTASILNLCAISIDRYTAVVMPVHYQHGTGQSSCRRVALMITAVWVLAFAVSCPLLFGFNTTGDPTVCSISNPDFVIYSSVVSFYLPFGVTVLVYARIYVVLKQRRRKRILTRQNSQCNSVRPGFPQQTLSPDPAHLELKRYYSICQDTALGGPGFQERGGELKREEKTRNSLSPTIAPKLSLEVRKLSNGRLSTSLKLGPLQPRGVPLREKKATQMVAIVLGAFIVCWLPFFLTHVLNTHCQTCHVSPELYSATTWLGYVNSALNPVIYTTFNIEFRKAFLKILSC
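Cells plated overnight at 1500 cells/well, then exposed to library compounds with dopamine controls for 90 minutes at 37 degrees C. DiscoveRx reagent added for 30–60 minutes at room temperature; luminescence read, quantitative HTS format.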
GLP-1R inv ag – qHTS of GLP-1 Receptor Inverse Agonists (Inhibition Mode); Glucagon-like peptide 1 receptor (Homo sapiens), P43220; HEK293 GLP-1R CRE-luciferase, luminescence, 24 h; GLP-1R form is constitutively active; Potency, µM (series often up to 38.3 µM), for inactives: top-dose activity change, negative = inhibition, actives largely listed as inhibitors; actives 1.6% (n = 410,000); also: potency is read from the fitted curve at half-maximal effect; % is scaled to controls: 0 for no effect and ±100 for the full control effect; nearly all actives have a fitted effect of over 55% in size
Target sequence (P43220 whole entry, looked up): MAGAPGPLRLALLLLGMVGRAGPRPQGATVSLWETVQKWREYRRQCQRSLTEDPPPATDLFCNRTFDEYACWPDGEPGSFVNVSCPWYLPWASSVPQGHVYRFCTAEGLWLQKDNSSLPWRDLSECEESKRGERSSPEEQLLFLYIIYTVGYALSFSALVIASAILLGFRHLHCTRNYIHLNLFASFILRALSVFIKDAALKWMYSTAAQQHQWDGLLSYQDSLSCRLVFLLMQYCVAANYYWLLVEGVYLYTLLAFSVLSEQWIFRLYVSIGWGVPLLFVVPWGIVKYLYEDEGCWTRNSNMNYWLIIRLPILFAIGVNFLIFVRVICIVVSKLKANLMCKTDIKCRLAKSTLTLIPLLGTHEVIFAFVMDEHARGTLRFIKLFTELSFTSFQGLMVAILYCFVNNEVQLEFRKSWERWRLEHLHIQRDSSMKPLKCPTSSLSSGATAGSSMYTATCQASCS
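Assay principle: reduced luminescence from a cAMP-responsive reporter in HEK293 cells co-expressing a constitutively active GLP-1R. Conditions: 24 hr compound incubation, 37 deg C, 5% CO2.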
TDP-43 yeast inh – qHTS of TDP-43 Inhibitors | actives 1.8% (n = 410,000) | Potency, µM (doses to about 46.1 µM), for the others: at the highest dose growth rescue (activation), actives largely listed as activators | TDP-43 expressing yeast growth rescue, BacTiter-Glo, 24 h; also: potency is read from the fitted curve at half-maximal effect; % of control where 0% means no effect; nearly all actives have a fitted effect of over 50% in size
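Yeast expressing TDP-43 (pregrown in raffinose, seeded at OD600=0.02 in galactose medium) exposed to compounds 24 hr at 30 deg C. Growth read by BacTiter-Glo luminescence; rescue of toxicity appears as increased signal.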
D3 ag – qHTS of D3 Dopamine Receptor Agonist: qHTS; D(3) dopamine receptor (Homo sapiens), P35462; D3R DiscoveRx beta-arrestin cells, luminescence, 90 min; max activation, %; actives 0.58% (n = 410,000); AID 652048, 2013; in the data active = max activation above about 30%; also: 0% is about no effect; mostly tested at two doses, the higher about 12 µM
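Agonist-mode cell screen: cells plated at 1500/well and incubated overnight at 37 °C, then exposed to library compounds for 90 min at 37 °C. Detection reagent was added for 30–60 min at room temperature, and luminescence was read.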
GLP1R ag – qHTS of GLP-1 Receptor Agonists; AID 624172, 2012; Potency, µM (highest dose often 45.6 µM), for inactives: at the top dose activation, actives largely listed as activators; Glucagon-like peptide 1 receptor (Homo sapiens), P43220; actives 0.007% (n = 380,000); HEK293 GLP-1R CRE-luciferase, luminescence, 4-6 h; cells express a hypersensitive GLP-1R form; also: potency is read from the fitted curve at half-maximal effect; % of control where 0% means no effect
* hit, by the source's call; i = inactive; ? = inconclusive; · = not tested or not shown; [ ] = dose if it differs, or a comment. Unless noted, calls follow the shape of the dose curve; as a rule, active = well fitted curve in the direction sought with a large enough effect; inconclusive = small, poorly fitted or top-dose-only effect, or another doubt; inactive = no such curve, though single readings can be large; an effect the other way counts as inactive or inconclusive. These rows are one share of the data; the hit share may differ from the screen's.

nr	mol	KB-V1 MDR tox	HEK293 tox	aSyn yeast inh	PTHR1 ag	D3 antag
1	CCCCOC(=O)c1nc(Cl)c(Cl)c(N)c1Cl	-24%	24%	-1%	-13%	-2
2	CC(=O)Nc1ccc(OCC(O)CN2CCN(c3ccc(C)c(Cl)c3)CC2)cc1 (stereo not given)	-28%	-3%	0%	i	-144*
3	CCc1nn(CC(=O)Nc2ccc(C)c(F)c2)c(=O)c2cc3cc(C)ccc3n12	-10%	2%	·	-47%	·
4	Cc1cc(Br)ccc1NC(=O)CN(C)C(=O)CCSc1ccc(F)cc1	?	-1%	15%	-22%	-3
5	Cc1c(Br)cccc1NC(=O)C1(C)CCN1Cc1ccc(OC(C)C)cc1 (stereo not given)	-7%	5%	5%	-7%	6
6	Cc1nn(C(=O)N2CCOCC2)c(C)c1C	7%	1%	0%	-3%	2
7	CN(CC(=O)Nc1ccccc1Cl)C(=O)C1CCN(C(=O)c2ccc(Cl)cc2)CC1	?	-7%	5%	i	8
8	Cc1ccccc1OCCCC(=O)Nc1ccc(S(=O)(=O)Nc2onc(C)c2C)cc1	-5%	-15%	1%	-6%	1
9	CC1CCc2c(sc(NC(=O)C3c4ccccc4Oc4ccccc43)c2C#N)C1 (stereo not given)	5%	1%	·	i	·
10	CC(C)C(NC(=O)C(C)N1C(=O)c2ccccc2C1=O)c1ccccc1 (stereo not given)	0%	5%	-5%	i	-21
11	Cc1ccc(NS(=O)(=O)c2ccc(OCC(=O)N3CCOCC3)cc2)cc1	?	3%	7%	-24%[57.5 µM]	15
12	Cc1oc(C)c2c(=O)cc(-c3ccc4c(c3)OCO4)cc(OC(=O)c3ccccc3Cl)c12	-5%	-2%	·	i	·
13	COc1ccccc1-c1nnc(SC(C)C(=O)N2CCOCC2)o1 (stereo not given)	-14%	-18%	1%	-8%	5
14	CN1CCN(NC(=S)Nc2ccc(Oc3ccccc3)cc2)CC1	-4%	-8%	-5%	-9%	-22
15	Cc1ccc2c(c1)N(CC(=O)O)C(=O)CO2	1%	5%	-1%	-11%	24

nr	GLP-1R inv ag	TDP-43 yeast inh	D3 ag	GLP1R ag
1	-8%	0%	7	9%
2	-27%	-19%	-32	2%
3	1%	8%	8	·
4	?	27%	-9	7%
5	?	21%	11	5%
6	6%	17%	2	2%
7	-1%	13%	6	5%
8	-25%	-9%	0	1%
9	10%	9%	6	·
10	8%	5%	3	14%
11	2%	-11%	13	0%
12	-9%	-12%	-14	·
13	1%	14%	5	-2%
14	?	-24%	-5	8%
15	0%	-9%	-7	-13%

Next part
nr	mol	KB-V1 MDR tox	HEK293 tox	aSyn yeast inh	PTHR1 ag	D3 antag
16	CCc1ccc(NC(=O)CCCc2nnc3n(CCCOC)c(=O)c4sccc4n23)cc1	·	-4%	·	i	·
17	Cc1nn(-c2ccccc2)c(C)c1/C=N/n1c(-c2ccccc2Br)n[nH]c1=S	?	3%	-5%	-40%[inhibitor]	-19
18	Cc1ccc(C2=NC(c3ccc(F)cc3)=Nc3ccc(C)cc3N2)cc1	8%	1%	·	-2%	·
19	CC1(C)CC(=O)c2sc(NC(=O)C3COc4ccccc4O3)nc2C1 (stereo not given)	13%	4%	-5%	-29%	-27
20	N#Cc1ccc(S(=O)(=O)N2CCC(Oc3cccc(C(F)(F)F)c3)CC2)cc1	·	7%	·	i	·
21	Cc1c(NC(=O)/C(C#N)=C/c2cccs2)c(=O)n(-c2ccccc2)n1C	0%	-5%	0%	i	11
22	COc1ccc(CNC(=O)c2ccccc2NC(=O)C2=C(C)OCCS2)cc1	-21%	1%	-8%	-7%	0
23	O=C(Nn1c(-c2ccc(F)cc2)nc2ccccc2c1=O)c1cccnc1	3%	-6%	-4%	i	2
24	O=C(COC(=O)C1=COCCO1)Nc1cc(S(=O)(=O)N2CCCCC2)ccc1Cl	?	2%	0%	-25%	-1
25	CN1CCN(c2nc(-c3cc4ccccc4o3)cs2)CC1	-3%	-3%	1%	i	2
26	CCOc1ccc(/C=N/O)cc1	12%	8%	1%	i	?
27	O=C(NCc1ccc(F)cc1)N1CCN(S(=O)(=O)c2ccccc2F)CC1	-2%	4%	5%	i	0
28	CCCCCCCC(=O)N/N=C/c1cccnc1	-12%	6%	-14%	-30%[57.5 µM]	17
29	CC(=O)Nc1ccc(S(=O)(=O)Nc2ccc(Cl)nn2)cc1	-1%	-9%	6%	-24%	2
30	Cc1ccc(NC(=O)C2CCCN(c3nnc(-n4c(C)ccc4C)s3)C2)cc1Cl (stereo not given)	·	-14%	·	i	·

nr	GLP-1R inv ag	TDP-43 yeast inh	D3 ag	GLP1R ag
16	19%	0%	1	·
17	66%[activator]	?	-1	7%
18	-21%	12%	-5	·
19	-4%	20%	-9	-3%
20	3%	7%	-4	·
21	1%	-2%	2	7%
22	13%	11%	5	2%
23	4%	-27%	-7	1%
24	-4%	7%[9.22 µM]	5	11%
25	5%	13%	-8	10%
26	7%	23%	4	0%
27	-2%	1%	16	3%
28	16%	-2%	2	-1%
29	8%	9%	0	-2%
30	-22%	14%	-12	·

(further entries)
nr	mol	KB-V1 MDR tox	HEK293 tox	aSyn yeast inh	PTHR1 ag	D3 antag
31	COCCN(C(=O)COC(=O)CCS(=O)(=O)c1ccccc1)c1c(N)n(Cc2ccccc2)c(=O)[nH]c1=O	?	-3%	4%	i	7
32	Cc1occc1-c1nnc(SCC(=O)c2c[nH]c3ccccc23)n1C	4%	3%	-2%	-4%[57.5 µM]	3
33	O=C(Cn1c(=O)cnc2ccccc21)N1CCN(S(=O)(=O)c2ccc(F)cc2)CC1	1%	-13%	1%	i	5
34	CC1CCCN(S(=O)(=O)c2cc3c4c(c2)C(C)C(=O)N4CCC3)C1 (stereo not given)	-26%	-11%	1%	0%	13
35	O=C(CC1C(=O)NC2CCCCC2N1C(=O)c1ccc([N+](=O)[O-])cc1)Nc1ccccc1 (stereo not given)	-12%	-13%	0%	-24%	18
36	CS(=O)(=O)N1CCC(C(=O)NCc2ccc(F)cc2Cl)CC1	?	-1%	-5%	?	17
37	CC1CCC(NC(=O)C2(C)Cc3ccccc3C(=O)N2Cc2ccc(Cl)cc2)CC1 (stereo not given)	·	1%	·	i	·
38	CCOC(=O)c1cnc2cc(Cl)c(OC)cc2c1NCC1CCCO1 (stereo not given)	?	-10%	10%	-13%	4
39	COc1ccc(S(=O)(=O)n2nc(OC(C)=O)cc2N)cc1	9%	-35%	-17%	3%	3
40	CC(=O)c1cccc(NC(=O)CN(c2cc(C)cc(C)c2)S(=O)(=O)c2c(C)noc2C)c1	-4%	?	·	-2%	·
41	COc1cc(/C=C2\C(=N)N3N=C(S(C)(=O)=O)SC3=NC2=O)ccc1OC(=O)c1cccs1	6%	1%	-13%	-76%[inhibitor]	3
42	Cc1ccc(NC(=S)NCCc2ccc(Cl)cc2)c(C)c1	?	?	6%	i	-9

nr	GLP-1R inv ag	TDP-43 yeast inh	D3 ag	GLP1R ag
31	14%	-2%	5	12%
32	0%	7%	0	-11%
33	1%	13%	4	10%
34	48%[activator]	12%	-1	6%
35	6%	18%	-8	-4%
36	10%	-11%	11	0%
37	-8%	2%	-7	·
38	-18%	7%	-1	10%
39	-11%	?	-9	-4%
40	?	13%	-9	-2%
41	2%	12%	15	-1%
42	?	15%	-7	1%

Ordered by heavy-atom count (rising): part of the list above
nr	mol	KB-V1 MDR tox	HEK293 tox	aSyn yeast inh	PTHR1 ag	D3 antag
39	COc1ccc(S(=O)(=O)n2nc(OC(C)=O)cc2N)cc1	9%	-35%	-17%	3%	3
34	CC1CCCN(S(=O)(=O)c2cc3c4c(c2)C(C)C(=O)N4CCC3)C1 (stereo not given)	-26%	-11%	1%	0%	13
32	Cc1occc1-c1nnc(SCC(=O)c2c[nH]c3ccccc23)n1C	4%	3%	-2%	-4%[57.5 µM]	3
40	CC(=O)c1cccc(NC(=O)CN(c2cc(C)cc(C)c2)S(=O)(=O)c2c(C)noc2C)c1	-4%	?	·	-2%	·

nr	GLP-1R inv ag	TDP-43 yeast inh	D3 ag	GLP1R ag
39	-11%	?	-9	-4%
34	48%[activator]	12%	-1	6%
32	0%	7%	0	-11%
40	?	13%	-9	-2%
